Peg3 prom inh: reduces Peg3 promoter-driven luciferase expression in HeLa. HeLa PEG-Prom luciferase reporter, luminescence, overnight. inhibition, % at 20 µM. actives 1.7% (n = 360,000);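 active means inhibition of at least 50% at 20 µM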
TRPM1 prom inh: inhibitors of MITF-driven TRPM1 promoter in melanoma cells; SK-MEL-5 TRPM1 promoter luciferase, 24 h; inhibition, % at 12.5 µM; actives 0.83% (n = 330,000);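 active means mean inhibition across replicates of 60% or more, whatever share of single replicates reaches that level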; further: values of inactives mirror those of a sister screen read the other way
Shn3 3UTR inh: Schnurri-3 reporter inhibition in Clone20 osteoblasts | Clone20 osteoblast Shn3 3'UTR firefly luciferase, 24 h | actives 0.52% (n = 360,000) | inhibition, % at 12.5 µM;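 active means mean inhibition of at least 75% with every replicate also reaching 75%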;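 further: 0% = median of neutral control wells and 100% = pilot-screen positive control compound; some compounds past the cut are filed as inactive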
HTR2A ag: agonists of mouse serotonin 5-HT2A receptor (HTR2A). P35363. CHO-K1 mHTR2A beta-arrestin complementation, luminescence; percent of 30 µM serotonin response. activation, % at 7.6 µM. actives 0.66% (n = 360,000);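 active means activation above a run cutoff, the mean activation of all tested compounds plus 3 SD, cut at about 14% in these data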;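 further: 0% = plate median of compound wells and 100% = 30 µM serotonin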
H9c2 protect: protects H9c2 cardiomyocytes from peroxide injury; H2O2 injury protection, ATPLite, 2 h; protection from H2O2 cell death, % at 20 µM; actives 0.63% (n = 360,000); AID 588492;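 active means compounds giving at least 50% protection of heart cells from peroxide-induced death in the single-dose screen, raw or plate-pattern-corrected value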;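 further: 0% = DMSO wells with peroxide and 100% = DMSO wells without peroxide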
NR2E3 ag-1: activates human photoreceptor nuclear receptor NR2E3 | Q9Y5X4 | GST-NR2E3/biotin-RetCOR TR-FRET, 1536-well | inhibition of corepressor binding, % at 4.78 µM | actives 0.12% (n = 320,000) | AID 2300;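 active means percent inhibition above the cutoff of mean plus 3 SD of all tested compounds, set per screening campaign, cut at about 20% in these data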;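 further: 0% = DMSO wells and 100% = biotin wells as full block of FRET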
Target sequence (Q9Y5X4 whole entry, looked up): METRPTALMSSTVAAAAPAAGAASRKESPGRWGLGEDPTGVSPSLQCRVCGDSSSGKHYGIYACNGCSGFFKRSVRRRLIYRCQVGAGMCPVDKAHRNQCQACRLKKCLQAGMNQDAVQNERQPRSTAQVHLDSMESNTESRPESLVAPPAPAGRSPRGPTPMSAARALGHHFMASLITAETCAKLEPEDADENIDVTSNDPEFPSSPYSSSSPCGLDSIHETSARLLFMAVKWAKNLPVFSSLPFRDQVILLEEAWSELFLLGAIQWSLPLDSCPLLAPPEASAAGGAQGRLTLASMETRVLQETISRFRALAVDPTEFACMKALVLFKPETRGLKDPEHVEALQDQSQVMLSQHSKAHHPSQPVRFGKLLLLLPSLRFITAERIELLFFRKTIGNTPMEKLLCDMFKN
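System: GST-tagged NR2E3 plus biotinylated RetCOR corepressor; Amount: 1.35 nM GST-tagged NR2E3 final; Dosing: single nominal compound dose of 4.8 µM; Schedule: 5 h incubation at 4 °C; Technique: TR-FRET with europium anti-GST and streptavidin-D2, 340 nm excitation; Controls: biotin wells as high control, 0.6% DMSO wells as low control.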
iPSC survival up: hiPSC single-cell survival enhancement | ATPlite luminescence; 100% = ROCK inhibitor wells, 0% = DMSO | survival enhancement, % at 20 µM | actives 0.044% (n = 360,000); in the data active means survival enhancement above about 18%;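 further: cells exposed to compounds for 16 hours before the ATP read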
NR2E3 ag-2: agonists of human NR2E3 nuclear receptor. actives 0.35% (n = 360,000). inhibition of corepressor binding, % at 3.98 µM. AID 602229. CHO-S Gal4-NCOR/VP16-NR2E3 two-hybrid, luciferase;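 active means inhibition above the mean of all tested compounds plus 3 SD, cut at about 70% in these data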;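 further: 0% = DMSO with NR2E3 transfected cells and 100% = cells lacking NR2E3 construct; higher means lower luciferase signal from less NR2E3 corepressor binding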
HIF-2a block: inhibitors of HIF-2a. 786-0 RCC cells HIF-2a reporter, luciferase luminescence, overnight. inhibition, % at 18.8 µM. actives 0.72% (n = 360,000);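 active means inhibition of the luminescence signal of 40% or more relative to plate controls, in a single-dose primary screen at 18.75 µM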
CaV13 FRET inh: Primary screen for inhibitors of IQ motif and Ca2+-dependent inactivation inhibitor domain binding in CACNA1D, Förster resonance energy transfer in living cells, …; HEK cells, CFP/YFP FRET ICDI-IQ, plate reader, 10 min; percent FRET-ratio fall versus neutral wells; inhibition, % at 12.3 µM; actives 0.098% (n = 340,000);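 active means mean replicate inhibition of at least 30% and at least 1% of replicates passing that level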;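 further: 0% = median of the neutral control wells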
PDI inh: blocks human protein disulfide isomerase activity; P07237; PDI insulin aggregation turbidity, A650, 90 min; inhibition, % at 10 µM; actives 0.052% (n = 350,000);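 active means mean inhibition across replicates of 30% or more, whatever share of single replicates reach that level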;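 further: absorbance from insulin aggregation driven by PDI reduction with DTT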
Target sequence (P07237 whole entry, looked up): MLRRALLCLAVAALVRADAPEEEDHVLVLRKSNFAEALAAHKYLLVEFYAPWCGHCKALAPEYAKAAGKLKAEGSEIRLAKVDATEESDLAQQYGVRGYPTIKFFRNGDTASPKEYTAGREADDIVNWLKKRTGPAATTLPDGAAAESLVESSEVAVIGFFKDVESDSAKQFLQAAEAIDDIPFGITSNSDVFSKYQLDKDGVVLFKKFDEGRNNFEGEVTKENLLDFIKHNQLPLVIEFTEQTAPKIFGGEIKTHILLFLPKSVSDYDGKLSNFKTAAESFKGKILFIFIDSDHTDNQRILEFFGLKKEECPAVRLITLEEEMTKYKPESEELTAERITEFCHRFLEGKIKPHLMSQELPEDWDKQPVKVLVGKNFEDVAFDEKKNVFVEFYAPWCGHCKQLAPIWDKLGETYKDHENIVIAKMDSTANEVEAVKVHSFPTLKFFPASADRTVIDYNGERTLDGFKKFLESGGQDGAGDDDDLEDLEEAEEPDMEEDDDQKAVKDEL
An asterisk follows results filed as active; x = not tested or not shown.

SMILES	Peg3 prom inh	TRPM1 prom inh	Shn3 3UTR inh	HTR2A ag	H9c2 protect	NR2E3 ag-1	iPSC survival up	NR2E3 ag-2	HIF-2a block	CaV13 FRET inh	PDI inh
C=CCSc1nnc(-c2c[nH]c3ccccc23)n1CC	-43.8	-3.9	-6.2	-0.5	-7.9	x	0.3	-0.9	-35.9	-3.0	x
O=C(Nc1c(F)cc(F)cc1Br)c1cccnc1	21.4	-10.3	-35.3	1.6	1.8	1.2	-0.2	13.3	1.6	-9.5	11.2
COc1ccccc1N1CCN(Cc2cc(=O)oc3cc(C)cc(C)c23)CC1	9.7	x	18.6	-0.9	-4.9	x	-0.9	-0.2	17.8	-10.3	x
CC(Oc1ccccc1)C(=O)NNC(=O)c1ccccn1 (configuration not stated)	15.7	3.1	16.0	1.5	34.9	0.0	-1.8	-8.3	12.9	-4.8	4.9
O=C(CNC(=O)c1cccs1)NCC(=O)OCc1c(Cl)cccc1Cl	-8.4	13.2	22.9	-3.0	9.1	0.8	0.2	-6.9	-11.4	-9.8	4.5
CC(CN(C)Cc1ccccc1)OC(=O)c1cccs1 (configuration not stated)	12.3	0.5	9.4	-2.7	0.0	8.0	-0.3	-26.9	6.2	x	-4.7
COc1cc(C(=O)NCc2ccc(S(N)(=O)=O)cc2)ccc1OCC(=O)Nc1cccc(C(F)(F)F)c1	14.4	-9.5	14.5	-12.6	-4.4	-1.7	1.5	-3.9	8.0	-3.0	12.6
Cc1ccccc1C(=O)/C=C1\NC(=O)CS1	0.9	0.6	20.3	-2.3	-2.4	4.1	0.3	-6.8	1.6	-3.8	-3.1
CC(=O)N(c1ccccc1)C1CC(C)N(C(=O)c2ccccc2)c2ccccc21 (configuration not stated)	7.2	11.4	17.0	-2.0	2.3	-1.0	-0.5	-0.4	11.0	-1.5	-2.2
N=c1c(S(=O)(=O)c2ccc(Cl)cc2)cc2c(=O)n3ccccc3nc2n1Cc1ccco1	36.5	-11.4	6.9	6.3	-3.1	6.0	-0.3	5.1	8.1	-11.3	-2.1
c1cc(N2CCOCC2)ccc1-c1ccc2nncn2c1	8.5	x	-22.1	4.6	6.7	x	2.7	-26.2	38.4*	-4.5	2.2
CCOC(=O)Cc1csc(NC(=O)c2ccc3ccccc3n2)n1	-87.1	13.5	-21.5	-9.7	3.9	0.2	0.0	-56.3	-45.4	-1.9	5.4
O=C(OCC(=O)N1CCCC1)c1cc(Br)ccc1Cl	-45.3	2.7	6.3	5.1	-16.4	1.8	-0.8	11.9	-12.3	-5.1	-4.6
O=C(Nc1ccc(F)cc1)c1ccccc1CC[N+](=O)[O-]	0.7	-8.6	-9.2	-2.3	0.9	0.2	6.0	-10.2	12.7	-2.3	-0.4
CCOC(=O)c1[nH]c(C)c(C(=O)N2CCc3c([nH]c4ccccc34)C2c2ccccn2)c1C (configuration not stated)	34.5	9.9	25.1	-4.6	15.4	-1.6	-2.3	-2.1	-16.2	-19.9	6.0
COC(=O)c1c(C)nn(-c2ccc(OC(F)(F)F)cc2)c1-c1snnc1C	-6.8	x	21.0	-0.8	1.8	0.8	-0.1	1.8	18.1	-4.2	-2.5
CCc1ccc(OCC(=O)NNC(=O)c2ccc(-n3cncn3)c([N+](=O)[O-])c2)cc1	-3.7	-6.9	13.0	3.7	1.0	x	-0.4	-7.0	4.7	-4.8	-7.5
COc1ccccc1CN1CCN(Cc2ccco2)CC1	7.5	-13.5	-6.2	0.4	11.2	2.6	-0.2	-26.2	23.5	-3.2	9.9
O=C(CN1C(=O)NC(c2ccccc2)(c2ccccc2)C1=O)NCc1ccccc1	3.0	3.0	13.1	0.6	-3.2	1.5	0.0	0.7	13.4	-2.5	-0.6
O=C(CN1C(=O)NC2(CCCC2)C1=O)Nc1nc2ccccc2[nH]1	-10.8	-7.6	9.7	-3.5	5.3	1.8	-0.7	-2.0	2.2	-6.9	7.3
CC1CN(S(=O)(=O)c2cccc(C(=O)OCCOc3ccccc3)c2)CC(C)O1 (configuration not stated)	17.4	12.7	33.5	-9.3	-15.8	1.2	-1.1	-2.2	4.0	-2.9	-3.0
COc1ccc(-n2c(SC(C)C(=O)Nc3ncc(Cl)cc3Cl)nc3ccccc32)cc1 (configuration not stated)	26.6	-5.4	76.6	8.1	-1.3	1.0	-0.8	-13.6	1.4	-3.9	2.1
CCOC(=O)CN(C(=O)CNC(=O)c1cccs1)C(C(=O)NC1CCCCC1)c1cccs1 (configuration not stated)	6.4	8.6	1.6	0.9	34.8	1.1	1.1	-8.4	7.6	-3.5	-2.8
COc1ccc(/C=C/C(=O)NC(=S)Nc2ccc(S(N)(=O)=O)cc2)cc1OC	11.7	12.1	-2.4	0.6	7.6	0.0	1.2	-14.4	9.4	-9.6	16.0
O=C(Cn1nnc(-c2ccccc2-n2cnnn2)n1)c1ccccc1	20.1	-4.7	-7.8	-2.4	9.2	2.8	3.5	-8.1	-8.9	-4.6	22.4
Cc1c(OCC(=O)NCc2ccncc2)ccc2c3c(c(=O)oc12)CCCC3	0.3	-3.0	24.3	5.6	21.1	0.4	0.6	-1.3	-13.2	-4.2	-5.8
COc1ccc(NC(=O)CC(C)n2ccnc2)cc1 (configuration not stated)	11.1	-0.9	6.2	0.5	6.8	1.4	-0.8	-13.9	14.0	-18.6	-2.7
NC(=O)COC(=O)c1ccccc1SCC(=O)NC1CCCCCCC1	3.4	5.9	15.9	6.4	-0.7	2.2	-0.1	21.2	6.6	-5.3	4.4
O=C(O)c1ccc(NS(=O)(=O)c2cccc(C(=O)Nc3cccc(C(=O)O)c3)c2)cc1	5.0	-13.2	-10.1	-4.4	1.6	-0.2	1.1	-0.6	25.9	-3.6	-1.0
CCOC(=O)C1(C)CCN1C(=O)c1ccccc1OC (configuration not stated)	-9.2	x	-13.4	-4.2	0.8	x	-2.2	7.9	6.2	-4.8	1.6

Brought forward from above: six compounds, followed by the next part.
SMILES	Peg3 prom inh	TRPM1 prom inh	Shn3 3UTR inh	HTR2A ag	H9c2 protect	NR2E3 ag-1	iPSC survival up	NR2E3 ag-2	HIF-2a block	CaV13 FRET inh	PDI inh
O=C(Cn1nnc(-c2ccccc2-n2cnnn2)n1)c1ccccc1	20.1	-4.7	-7.8	-2.4	9.2	2.8	3.5	-8.1	-8.9	-4.6	22.4
Cc1c(OCC(=O)NCc2ccncc2)ccc2c3c(c(=O)oc12)CCCC3	0.3	-3.0	24.3	5.6	21.1	0.4	0.6	-1.3	-13.2	-4.2	-5.8
COc1ccc(NC(=O)CC(C)n2ccnc2)cc1 (configuration not stated)	11.1	-0.9	6.2	0.5	6.8	1.4	-0.8	-13.9	14.0	-18.6	-2.7
NC(=O)COC(=O)c1ccccc1SCC(=O)NC1CCCCCCC1	3.4	5.9	15.9	6.4	-0.7	2.2	-0.1	21.2	6.6	-5.3	4.4
O=C(O)c1ccc(NS(=O)(=O)c2cccc(C(=O)Nc3cccc(C(=O)O)c3)c2)cc1	5.0	-13.2	-10.1	-4.4	1.6	-0.2	1.1	-0.6	25.9	-3.6	-1.0
CCOC(=O)C1(C)CCN1C(=O)c1ccccc1OC (configuration not stated)	-9.2	x	-13.4	-4.2	0.8	x	-2.2	7.9	6.2	-4.8	1.6
CCc1ccc(C(CNC(=O)c2ccc3c(=O)n(-c4ccccc4F)c(=S)[nH]c3c2)N(C)C)cc1 (configuration not stated)	21.1	-4.0	19.2	-1.9	9.3	-3.3	-1.2	15.2	-8.5	5.7	2.0
O=C1NC2(CCCCCC2)C(=O)N1Cc1cccc([N+](=O)[O-])c1	11.6	14.9	-34.4	-5.0	-1.2	-1.5	-0.1	-10.7	6.1	-18.8	-2.4
O=C(Nc1ccc(F)cc1)NC1CCN(Cc2nnnn2Cc2ccco2)CC1	-11.1	6.9	8.5	-3.0	5.0	1.6	-0.2	-18.8	0.2	-8.7	-6.8
Cc1cccc(C)c1NC(=O)CN(C)C(=O)COc1cccc2c1OC(C)(C)C2	-6.8	-7.1	-2.9	4.0	-0.7	-3.8	-0.6	-30.9	8.8	-5.3	10.3
O=C(N/N=C/C(Br)=C\c1ccccc1)c1ccc2nc[nH]c2c1	-67.3	-23.9	-27.5	-4.9	2.9	-6.2	-2.1	-19.8	-110.2	-5.2	-6.7
CCCCNC(=O)c1onc(CSc2ccc(Cl)cc2)c1C(=O)O	-17.0	-12.5	17.1	4.8	-6.2	-0.3	-1.2	-13.7	11.4	-4.0	1.4
O=C(CSCc1cccc(F)c1)N1CCN(c2ccccc2)CC1	-260.9	-72.9	-62.5	-4.3	9.3	2.6	-2.1	-144.8	-279.0	-4.0	4.3
CCCCOc1ccc(-c2nnc(-c3cc[n+](C)cc3)o2)cc1	-2.3	5.7	5.3	2.2	-0.9	3.7	-2.7	-27.0	15.5	-5.1	10.6
CSc1ccc(-c2nc(CN3CCCCC3c3cccnc3)c(C)o2)cc1 (configuration not stated)	6.5	-3.6	2.9	-0.4	1.7	-1.0	-0.6	-53.8	-26.0	-8.0	1.2

Compounds as they come, and some 3.9% of all compounds hit somewhere here.
